TDP43 rescue – qHTS of TDP-43 Inhibitors; Potency, µM (doses to about 46.1 µM), for inactives: top-dose growth rescue (activation), hits mostly activators; TDP-43 expressing yeast growth rescue, BacTiter-Glo, 24 h; 1.8% of 410,000 active; further: potency means the concentration at half of the fitted maximal effect; % of control where 0% means no effect; nearly all actives have a fitted effect of over 50% in size
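Galactose-induced TDP-43 yeast, OD600=0.02, compound pinned; 24 hr, 30 deg C; BacTiter-Glo luminescence for growth. Inhibitors of TDP-43 toxicity read as activators.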
EPAC2 agonist – qHTS for Agonist of cAMP-regulated guanine nucleotide exchange factor 4 (EPAC2): primary screen; Rap guanine nucleotide exchange factor 4 (Homo sapiens), Q8WZA2; EPAC2 activation, biochemical qHTS; response scale: 100% = 6.5 mM cAMP response; Potency, µM (doses to about 154 µM), inactives show top-dose activation, usual class: activators; 0.079% of 360,000 active; AID 720711, 2013; further: potency means the concentration at half of the fitted maximal effect; nearly all actives have a fitted effect of over 50% in size
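Nucleotide exchange monitored as fluorescence drop when BODIPY-GDP leaves Rap1B. Reaction: 100 nM EPAC2, 250 nM RAP1B-BODIPY-GDP, 50 uM GDP, room temperature, kinetic read over 30 min. Activity expressed relative to 6.5 mM cAMP.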
DRD3 antagonist – qHTS of D3 Dopamine Receptor Antagonist: qHTS; D3R cells, DiscoveRx beta-arrestin luminescence, antagonist mode; hits give low values; max response, negative = inhibition, %; 2.5% of 360,000 active; in the data active means max response below about -50%; inconclusive means no clear call, values can overlap the other calls; further: on the % scale 0 is the no-effect control and ±100 the full control effect; mostly tested at two doses, the higher about 12 µM
Target sequence (P35462 whole entry, looked up): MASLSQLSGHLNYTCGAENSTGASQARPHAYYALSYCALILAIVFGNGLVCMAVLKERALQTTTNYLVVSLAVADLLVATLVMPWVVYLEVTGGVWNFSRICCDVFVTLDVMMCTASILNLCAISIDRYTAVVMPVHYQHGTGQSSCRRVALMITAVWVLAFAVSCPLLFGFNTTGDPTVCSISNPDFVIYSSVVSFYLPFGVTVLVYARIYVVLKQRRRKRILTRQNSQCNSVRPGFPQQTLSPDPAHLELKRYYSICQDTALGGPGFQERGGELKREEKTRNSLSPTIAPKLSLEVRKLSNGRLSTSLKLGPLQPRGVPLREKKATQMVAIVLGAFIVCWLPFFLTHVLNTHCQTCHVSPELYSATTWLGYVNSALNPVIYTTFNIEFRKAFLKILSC
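Cells expressing the human receptor were seeded at 1500 cells/well, incubated overnight at 37 degrees C in 5% CO2, then exposed to library compounds with dopamine controls for 90 minutes at 37 degrees C before luminescent detection.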
aSyn yeast inh – qHTS of alpha-syn Inhibitors. Yeast expressing alpha-synuclein, growth rescue, BacTiter-Glo, 24 h. Potency, µM (highest dose often 46.1 µM), for inactives: at the top dose growth rescue (activation), usual class: activators. 0.14% of 370,000 active; further: potency means the concentration at half of the fitted maximal effect; % of control where 0% means no effect; nearly all actives have a fitted effect of over 65% in size
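Rescue of yeast growth: cells expressing toxic alpha-synuclein, induced in galactose at OD600 0.02, incubated with compound 24 h at 30 C. ATP luminescence quantified growth; inhibitors of toxicity appear as activators.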
Abeta rescue – qHTS for compounds that reverse cellular toxicity of Amyloid beta (A-beta) peptide in yeast: Primary Screen; yeast expressing A-beta42, growth rescue, OD600, 48 h; response scale: 0% DMSO, 100% iron-clioquinol control; Potency, µM (highest dose often 46.1 µM), inactives show at the top dose growth rescue, usual class: activators; AID 1347071, 2019; 0.063% of 410,000 active; further: potency means the concentration at half of the fitted maximal effect; nearly all actives have a fitted effect of over 55% in size
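Yeast growth medium received pinned compounds, then yeast cells expressing toxic A-beta were added; plates incubated at 30 C for 48 hr. Growth read as absorbance at 600 nm, normalized to DMSO and equimolar FeCl3 plus clioquinol controls.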
DRD3 agonist – qHTS of D3 Dopamine Receptor Agonist: qHTS; AID 652048, 2013; 0.58% of 410,000 active; D(3) dopamine receptor (Homo sapiens), P35462; D3R DiscoveRx beta-arrestin cells, luminescence, 90 min; max activation, %; in the data active means max activation above about 30%; further: 0% is about no effect; mostly tested at two doses, the higher about 12 µM
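Cells at 1500/well, incubated overnight, then treated with pinned compounds (dopamine as control) for 90 min at 37 degrees C. DiscoveRx reagent added for 30 - 60 minutes at room temperature; luminescence read.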
FUS yeast rescue – qHTS for Suppressors of FUS Proteinopathy: Primary screen using FUS-linked yeast assay | 0.24% of 390,000 active | AID 1347120, 2019 | Potency, µM (highest dose often 76.6 µM), for inactives: at the highest dose growth rescue (activation), hits mostly activators | S. cerevisiae FUS-expressing, growth rescue, OD600, 24 h;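 further: potency means the concentration at half of the fitted maximal effect; plate controls were DMSO vehicle for no effect and reference control for full effect; nearly all actives have a fitted effect of over 55% in size; some results filed as inactive show a strong effect at the top dose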
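Compound concentration series was pinned onto galactose-induced FUS-expressing yeast seeded at OD 0.005. Plates sat 24hr at 30C; absorbance at 600 nm gave growth. DMSO served as background control.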
EPAC2 antagonist – qHTS for Antagonist of cAMP-regulated guanine nucleotide exchange factor 2 (EPAC2): primary screen. EPAC2 GEF exchange of Rap1B-BODIPY-GDP, fluorescence. Potency, µM (titrated, usually from 114 µM), inactives show at the top dose activity, negative = inhibition, hits mostly inhibitors. 0.18% of 360,000 active. AID 720708, 2013; further: potency means the concentration at half of the fitted maximal effect; on the % scale 0 is the no-effect control and ±100 the full control effect; nearly all actives have a fitted effect of over 45% in size; many of its hits are not listed in these tables
Starred values were filed as active, the others as inactive; ? = inconclusive; / = not tested or not shown; [ ] = remark or other dose. Unless noted, the call rests on the fitted dose curve; in most records, active means well fitted curve in the direction sought with a large enough effect; inconclusive means small, poorly fitted or top-dose-only effect, or another doubt; inactive means no such curve, though single readings can be large; an effect the other way counts as inactive or inconclusive.

Compound	aSyn yeast inh	Abeta rescue	TDP43 rescue	FUS yeast rescue	EPAC2 antagonist	DRD3 agonist	DRD3 antagonist	EPAC2 agonist
COc1cc(-c2n[nH]c(=S)n2-c2ccc(C)cc2)cc(OC)c1OC	-1.2%	1.6%	23.8%	11.1%	4.2%	-0.9	-9.7	-4.2%
CCC1(CC)NC(=O)N(CC(=O)Nc2sc3c(c2C(N)=O)CCC3)C1=O	-1.9%	7.4%	6.8%	?	3.7%	-1.7	-5.1	6.0%
O=C(O)/C=C/C(=O)Nc1ccc(Cl)cc1C(=O)c1ccccc1	1.0%	-25.0%	?	0.7%	3.2%	11.1	-3.6	3.9%
CC(C)N(Cc1nc(COc2ccccc2)no1)Cc1nccn1C	-6.7%	0.9%	6.7%	3.8%	-3.8%	8.6	?	5.5%
COc1cccc(-c2cccc(NC(=O)C3CCN(Cc4ccc(C)o4)CC3)c2)c1	0.6%	8.4%	8.2%	5.5%	9.6%	-10.9	-0.7	2.0%
O=C(Cc1ccccc1)NCC(=O)Nc1ccccc1Br	-0.9%	7.7%	-11.9%	2.3%	-13.7%	-1.2	1.4	-4.9%
O=C(COC(=O)CN1C(=O)c2ccccc2C1=O)Nc1ncc(Cl)cc1Cl	11.1%	-8.6%	?	45.1%	6.0%	-6.7	0.0	8.4%
COc1ccc(C=NCCc2ccc(OC)c(OC)c2)cc1OC	-5.8%	10.2%	0.0%	-8.2%	1.9%	3.9	13.2	1.5%
N#Cc1c(N)nc(N)nc1Nc1ccc(Br)cc1	0.1%	-0.2%	12.8%	7.3%	-4.7%	3.4	-16.7	8.7%
CCC(=O)Nc1ccc(NC(=O)CSc2nnc(-c3ccc(O)cc3)n2CC2CCCO2)cc1 (stereo unspecified)	-0.2%	-9.1%	18.5%	3.8%	-1.9%	-0.7	-5.1	4.2%
O=C(CN1C(=O)CCc2cc(S(=O)(=O)N3CCCCC3)ccc21)NCc1ccc(Cl)cc1	/	-20.6%	-11.7%	13.1%	/	-17.0	/	/
CCCCSc1nc2c(cnn2-c2ccc(C)c(C)c2)c(=O)[nH]1	1.6%	1.1%	18.1%	-22.7%	?	0.1	-3.6	1.3%
Cc1ccc(C)c(S(=O)(=O)Nc2ccc(C(=O)N3CCCCC3)cc2)c1	0.1%	4.8%	12.7%	19.7%	-12.2%	0.4	-0.1	-2.0%
Cc1cc(C)cc(-n2c(SCC(N)=O)nc3c([nH]c4ccccc43)c2=O)c1	0.3%	13.8%	0.0%	14.8%	/	4.9	/	/
CN(NC(=O)c1ccccc1F)c1ccc([N+](=O)[O-])cn1	-21.0%	-55.5%[inhibitor]	-23.2%	32.9%	14.0%	-7.8	4.3	10.6%
COC(=O)c1ccc2c(c1)NC(=O)CS2	-0.8%	5.5%	-16.5%[0.397 µM]	12.4%	-2.7%	-26.0	-2.3	3.7%
CCOCCCn1c(-c2ccc(Cl)cc2)n[nH]c1=S	8.1%	18.3%	0.0%	5.4%	8.5%	-3.3	-9.8	8.7%
CCOC(=O)c1sc(NC(C)=O)nc1C	-18.6%	11.6%	-5.5%	-12.8%	-2.5%	5.9	9.6	5.3%
Cc1ccc2[nH]c(=O)c(CN(Cc3cccs3)C(=S)NCC3CCCO3)cc2c1 (stereo unspecified)	1.9%	15.3%	15.0%	/	1.1%	3.1	3.7	-5.2%
Cc1onc(-c2c(Cl)cccc2Cl)c1NC(=O)N1CCSCC1	6.1%	-5.5%	3.6%	-6.1%	3.5%	6.5	-0.6	2.2%

The last 4 entries of the part above lead into the next.
Compound	aSyn yeast inh	Abeta rescue	TDP43 rescue	FUS yeast rescue	EPAC2 antagonist	DRD3 agonist	DRD3 antagonist	EPAC2 agonist
CCOCCCn1c(-c2ccc(Cl)cc2)n[nH]c1=S	8.1%	18.3%	0.0%	5.4%	8.5%	-3.3	-9.8	8.7%
CCOC(=O)c1sc(NC(C)=O)nc1C	-18.6%	11.6%	-5.5%	-12.8%	-2.5%	5.9	9.6	5.3%
Cc1ccc2[nH]c(=O)c(CN(Cc3cccs3)C(=S)NCC3CCCO3)cc2c1 (stereo unspecified)	1.9%	15.3%	15.0%	/	1.1%	3.1	3.7	-5.2%
Cc1onc(-c2c(Cl)cccc2Cl)c1NC(=O)N1CCSCC1	6.1%	-5.5%	3.6%	-6.1%	3.5%	6.5	-0.6	2.2%
Cc1ccc(NC(=O)CN(C)C(=O)Cc2coc3cc(C)c(C)cc23)cc1	8.2%	4.3%	?	3.6%	-28.1%	-10.0	-3.3	-2.6%
Cc1cc(=O)oc2cc(NC(=O)c3c(Cl)cnn3C)ccc12	3.6%	6.8%	-5.5%	25.5%	19.5%	4.1	4.0	-2.1%
CCn1ccc2cc(S(=O)(=O)N3CCCN(C(=O)Nc4ccccc4F)CC3)ccc21	1.1%	2.6%	?	17.6%	/	4.2	/	/
OCCCCNCc1ccc(OCc2ccccc2Cl)cc1	11.0%	-10.6%	-19.9%	-4.6%	-2.6%	-8.5	-7.1	-8.0%
CC1(C)Cc2c(sc3c2c(=N)n(Cc2ccco2)c(=O)n3Cc2ccccc2)CO1	0.8%	8.8%	-1.2%	3.6%	0.7%	2.9	4.9	1.9%
Cc1cccc(C)c1NC(=O)C1(C)CSCC(=O)N1CC(C)C (stereo unspecified)	5.6%	-7.7%	4.7%	-9.6%	4.8%	-2.0	-7.6	8.8%
COc1cccc(NC(=S)/C(=C(\[O-])c2ccc(OC(F)F)cc2)[n+]2ccccc2)c1	-5.3%	-10.3%	1.6%	15.9%	-3.3%	-0.4	-2.3	-2.4%
CC[C@]12c3[nH]c4ccccc4c3CCN1C(=O)C(CC(=O)NCCCN(C)C)C[C@@H]2C(=O)N1CCN(C(=O)C2CC2)CC1 (stereo partly specified)	1.8%	-9.0%	-12.8%	-5.8%	-1.4%	-8.5	-59.2*	7.0%
CCCCCCNCc1cccc(Br)c1	3.0%	17.1%	-8.4%	-1.2%	-1.9%	-31.5	-81.4*	3.0%
CCN(C(=O)CN1C(=O)NC(c2ccccc2)(c2ccccc2)C1=O)c1ccccc1	0.5%	4.4%	-5.0%	6.2%	-5.7%	6.6	-10.5	-3.1%
O=C(COC(=O)/C=C/c1ccc(Cl)cc1)Nc1cccc(S(=O)(=O)NC2=NCCCCC2)c1	1.7%	-1.4%	23.1%	?	-12.6%	5.6	-3.1	6.6%
C=CCN(C(=O)c1csnn1)C(C(=O)NC1CCCC1)c1ccc(F)cc1 (stereo unspecified)	-0.1%	-3.0%	-14.6%	12.6%	-0.7%	2.4	-8.5	4.1%
CCCCNC(=O)c1ccc2c(c1)ncn2C1CCCCC1	0.6%	12.2%	7.1%	0.1%	-0.7%	2.1	0.0	4.4%
CC1(C)CC(=O)C2=C(C1)NC1=C(C(=O)c3ccccc31)C2c1ccc(O)cc1 (stereo unspecified)	0.0%	6.2%	?	/	-7.5%	-4.9	?	-22.1%
CN1C=CC=C/C1=C1/N=C(c2ccccc2)OC1=O	0.2%	7.0%	28.7%	-37.7%	1.5%	2.6	0.2	7.6%
Cc1ccc(N2CCN(c3ccc(C)cc3)C2c2cccnc2)cc1	-5.7%	-2.0%	-11.1%	-1.9%	-10.6%	5.1	7.7	16.8%
O=C(OCCN1CCCCC1)c1ccc(O)cc1	-3.0%	-3.1%	-10.6%	10.9%	9.4%	0.0	?	6.3%
O=C(c1ccc2c(=O)n3c(nc2c1)CCCCC3)N1CCN(C(c2ccccc2)c2ccccc2)CC1	5.5%	-2.6%	-13.4%	?	0.6%	8.1	0.6	-1.0%
CCCNC1=CC(=O)CC(C)(C)C1	3.4%	-16.5%	-20.6%	10.7%	-4.2%	10.5	11.4	-8.6%
CCOc1ccc2oc(C(=O)N(CCOC)c3c(N)n(CC(C)C)c(=O)[nH]c3=O)c(C)c2c1	-1.3%	0.9%	9.6%	/	-1.1%	3.8	12.3	4.3%

Full records, quoted from the list.
Listed for `C=CCN(C(=O)c1csnn1)C(C(=O)NC1CCCC1)c1ccc(F)cc1` (stereo unspecified) = aSyn yeast inh: -0.1%; Abeta rescue: -3.0%; TDP43 rescue: -14.6%; FUS yeast rescue: 12.6%; EPAC2 antagonist: -0.7%; DRD3 agonist: 2.4; DRD3 antagonist: -8.5; EPAC2 agonist: 4.1%
Listed for `CN1C=CC=C/C1=C1/N=C(c2ccccc2)OC1=O` = aSyn yeast inh: 0.2%; Abeta rescue: 7.0%; TDP43 rescue: 28.7%; FUS yeast rescue: -37.7%; EPAC2 antagonist: 1.5%; DRD3 agonist: 2.6; DRD3 antagonist: 0.2; EPAC2 agonist: 7.6%

Carrying on.
Compound	aSyn yeast inh	Abeta rescue	TDP43 rescue	FUS yeast rescue	EPAC2 antagonist	DRD3 agonist	DRD3 antagonist	EPAC2 agonist
CCOC(=O)N1CCN(C(=O)c2ccc3nc4ccc(Cl)cc4c(=O)n3c2)CC1	-0.5%	-4.0%	-3.9%	6.5%	-2.2%	24.7	19.3	-3.1%
CC(C)(C)c1ccc(C2/C(=C(\O)c3ccc4c(c3)OCCO4)C(=O)C(=O)N2CCCN2CCOCC2)cc1 (stereo unspecified)	-1.4%	8.5%	-3.1%	14.3%	-3.0%	0.0	0.3	-4.1%
CCOC(=O)c1cnc(SCC(=O)N2CCN(c3ccccc3)CC2)nc1N	2.5%	-10.4%	?	4.6%	-4.8%	-7.3	-28.4	15.7%
Cc1ccc(S(=O)(=O)N2CCN(C3CC(=O)N(c4ccc(F)cc4)C3=O)CC2)cc1C (stereo unspecified)	9.0%	-14.7%	3.3%	?	-5.4%	-3.8	-1.2	10.9%
COc1cccc(CN2CCNC(=O)C2CC(=O)NCCn2nc(C)cc2C)c1OC (stereo unspecified)	-2.0%	-6.4%	3.1%	15.6%	0.5%	0.6	9.7	-5.6%
Cc1cccc(C(=O)Nc2nnc(C3=COCCO3)o2)c1	3.9%	21.8%	6.3%	-0.8%	-5.8%	-1.5	-2.1	-0.2%

A portion of the library; the hit share may differ from the screen's.
